# TNF necrop inh: blocks TNF-alpha induced death of Jurkat FADD-/- cells. activation (protection from cell death), % at 10 µM. AID 463075. Jurkat FADD-/- TNF necroptosis rescue, ATP luminescence, 24 h; 0 = TNF only, 100 = no-TNF cells. actives 0.068% (n = 220,000);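 active = activation, meaning protection from cell death, of at least 50% relative to plate controls; inactive = activation below 50%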;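 also: necroptosis triggered by 40 ng/mL TNF-alpha added together with compound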
# PPC-1+TRAIL kill: PPC-1 cancer cell killing with TRAIL present; PPC-1 cells + TRAIL, ATPLite viability luminescence; cell killing (% activity), % at 4 µM; actives 0.41% (n = 220,000);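 active = cell killing above 50% in the first pass at 4 µM, then a duplicate retest at 5 µM averaging 50% or more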;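 also: plate controls were cells with TRAIL plus DMSO for no effect and medium-only wells lacking cells for full effect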
# FXIIa inh 1536: inhibitors of human coagulation factor XIIa | actives 0.3% (n = 220,000) | AID 800 | purified FXIIa, Boc-QGR-AMC fluorogenic substrate, 2 h | inhibition, % at 5 µM; in the data active = inhibition above about 40%;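 also: 0% = enzyme with no compound and 100% = blank without enzyme; many of its hits are not listed in these tables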
# Target sequence (P00748 20-372 limits assumed): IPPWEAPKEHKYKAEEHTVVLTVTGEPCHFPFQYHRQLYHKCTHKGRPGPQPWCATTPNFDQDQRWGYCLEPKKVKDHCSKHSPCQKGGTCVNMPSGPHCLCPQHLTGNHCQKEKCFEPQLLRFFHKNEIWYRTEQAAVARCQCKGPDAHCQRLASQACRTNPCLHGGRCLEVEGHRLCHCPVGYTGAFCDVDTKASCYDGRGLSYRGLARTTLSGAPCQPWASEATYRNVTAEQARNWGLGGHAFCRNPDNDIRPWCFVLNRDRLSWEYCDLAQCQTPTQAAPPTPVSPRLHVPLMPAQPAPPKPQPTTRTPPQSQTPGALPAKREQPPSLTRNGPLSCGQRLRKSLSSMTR
# Target sequence (P00748 373-615 limits assumed): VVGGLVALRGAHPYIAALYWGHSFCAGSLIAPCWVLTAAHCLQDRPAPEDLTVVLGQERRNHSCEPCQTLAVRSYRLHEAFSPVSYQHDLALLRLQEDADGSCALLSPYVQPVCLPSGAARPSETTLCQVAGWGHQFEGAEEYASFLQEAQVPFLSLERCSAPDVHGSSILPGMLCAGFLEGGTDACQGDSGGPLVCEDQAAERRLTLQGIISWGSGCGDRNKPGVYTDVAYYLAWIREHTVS
# Wee1 stabilizer: human Wee1 degradation inhibition, primary screen; reporter increase, % at 5 µM; AID 1321; actives 1.2% (n = 220,000); HeLa Luc-Wee1K328M stability, luciferase luminescence; 100% = proteasome inhibitor MG132 effect;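 active = activation above the mean of all tested compounds plus 3 SD, set per screening run, cut at about 8.8% in these data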;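 also: cells exposed to compound for 20 h before luminescence read; 0% = DMSO alone and 100% = MG132 at 30 µM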
# zVAD death inh: L929 zVAD cell death inhibition. L929 zVAD necroptosis rescue, ATP luminescence, 24 h; with zVAD 60 µM. viability rescue, % at 10 µM. actives 0.38% (n = 220,000). AID 1377;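 active = activation, scaled between plate controls, above about 75%, limit read from the data; inactive = activation under that limit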;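 also: 0% = zVAD with DMSO and 100% = DMSO alone without zVAD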
# CHOP inh: CHOP inhibition in unfolded protein response; CHO-K1 CHOP-promoter luciferase, tunicamycin-induced, 15-18 h; inhibition, % at 10 µM; actives 3.8% (n = 220,000); AID 2732;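 active = compounds that reduced the stress-induced luciferase reporter signal by more than about 70% of percent inhibition, limit read from the data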;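 also: 0% = tunicamycin plus vehicle and 100% = wells without tunicamycin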
# PGE2 EP2 inh: EP2 receptor (human) inhibition; C6 glioma cells expressing human EP2, cAMP TR-FRET; cells stimulated with saturating PGE2; inhibition, % at 25 µM; AID 1422; P43116; actives 0.52% (n = 260,000);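 active = percent inhibition above 40 after rounding to a whole number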;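 also: rat C6 glioma host cells with rolipram phosphodiesterase inhibitor present; the protocol text gives 20 µM as final concentration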
# Target sequence (P43116 whole entry, looked up): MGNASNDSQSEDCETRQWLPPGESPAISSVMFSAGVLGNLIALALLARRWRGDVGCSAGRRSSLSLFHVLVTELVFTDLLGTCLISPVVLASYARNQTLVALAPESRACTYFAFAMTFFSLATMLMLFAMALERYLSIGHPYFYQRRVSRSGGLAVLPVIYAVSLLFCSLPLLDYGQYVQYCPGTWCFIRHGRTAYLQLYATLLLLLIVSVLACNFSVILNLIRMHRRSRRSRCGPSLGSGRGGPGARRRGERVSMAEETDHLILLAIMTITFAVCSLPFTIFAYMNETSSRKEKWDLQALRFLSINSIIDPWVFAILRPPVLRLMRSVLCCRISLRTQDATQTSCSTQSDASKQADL
# FXIa inh: blocks human coagulation factor XIa protease activity; actives 0.14% (n = 220,000); purified FXIa, Boc-Glu-Ala-Arg-AMC fluorogenic substrate; inhibition, % at 5 µM; P03951;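 active = inhibition of at least 40%; inactive = inhibition below 40%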;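 also: fluorescence of freed AMC excited at 355 nm; 0% = enzyme without compound and 100% = no enzyme blank; many of its hits are not listed in these tables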
# Tb hexokinase: T. brucei hexokinase 1 inhibition; AID 1430; recombinant TbHK1, G6PDH-coupled NADH A340; actives 0.11% (n = 220,000); inhibition, % at 10 µM;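 active = inhibition of 50% or more in the single-dose primary screen; inactive = inhibition below 50%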
# * = called active by the depositor; . = no result given; & = joins results of further samples; [ ] = another dose, or the depositor's remark.
SMILES,TNF necrop inh,PPC-1+TRAIL kill,FXIIa inh 1536,Wee1 stabilizer,zVAD death inh,CHOP inh,PGE2 EP2 inh,FXIa inh,Tb hexokinase
O=C(CSc1nnc(SCc2cccc3ccccc23)s1)c1ccc2c(c1)OCO2,-3.9,20,-7,2,-0.1,4,.,-4,-4
O=C(Nc1ccc(S(=O)(=O)Nc2nccs2)cc1)c1cc(=O)[nH]c2ccccc12,-0.3,6,-3,-2,1.1,20,9,-1,-22
COc1ccc(C2CC(c3cccs3)=NN2C(=O)COC(=O)C2CCCCC2)cc1OC (stereo unspecified),-0.4,8,.,2,1.7,12,7,3,-2
COCC1CCN(Cc2cn[nH]c2-c2ccc(OC)cc2F)C1 (stereo unspecified),3.0,.,-3,-3,0.7,-12,8,-6,-7
Cc1csc(Nc2ccc(C(=O)O)cc2)n1,0.4,-4,4,-4,0.3,-9,13,-6,-17
NCCCC[C@@H](C(=O)N1CCNCC1)n1cc([C@@H](N)CO)nn1,-0.5,-6,12,1,-0.5,7,12,2,-4
COc1ccc(NC(=O)c2c(C)cc(=O)oc2C)c(OC)c1,-1.9,-3,-2,0,-0.7,12,12,-14,1
CC(=O)Nc1ccc(S(=O)(=O)N2CCN(C(=O)c3cccnc3)CC2)cc1,0.5,6,15,-3,0.0,-2,10,4,0
O=[N+]([O-])c1cc(-c2cnc3ccccc3n2)ccc1Oc1ccc(Cl)cc1,0.5,3,1,-2,2.5,10,8,7,-13
CC(=O)c1sc2nc(-c3cccs3)ccc2c1N,-7.1,5,17,2,12,-19,9,5,-34
CCCSC1=C(C#N)C(c2cccs2)C(C(=O)Nc2ccccc2)=C(C)N1 (stereo unspecified),-1.6,16,3,4,0.0,10,18,2,-5
COc1ccc(OC)c(NC(=O)CSc2nnc(C3CCCCC3)o2)c1,0.5,0,8,4,1.0,16,2,-2,0
COc1ccc(NC(=O)c2sccc2SCC#N)cc1,-2.3,2,10,1,0.0,-23,6,-5,-8
O=C(Cc1ccccc1)N(c1ccc(F)cc1)C1C=CS(=O)(=O)C1 (stereo unspecified),1.6,25,-8,1,1.2,2,-1,-5,3
O=c1cc(-c2cccc3ccccc23)[nH][nH]1,-1.8,18,1,0,0.3,12,0,0,2
Cc1cccc(NC(=O)/C(=C/c2cccc([N+](=O)[O-])c2)NC(=O)c2cccs2)c1,2.4,10,6,-3,1.1,-45,7,2,-9
CCOc1ccc(S(=O)(=O)NCc2ccc(OC)cc2)c2cccnc12,-0.8,-5,11,2,.,-12,7,6,-2
Cc1nonc1OCCNCCNc1ccccc1[N+](=O)[O-],0.5,0,11,-3,0.6,5,3,1,-5
COCCNC(=O)C(c1ccc(C)o1)N(C(=O)Cn1nnc2ccccc21)c1ccccc1 (stereo unspecified),0.6,12,3,0,-2.7,-23,6,-2,-7
c1ccc(-c2ccnc3nc(N4CCN(c5ccccc5)CC4)nn23)cc1,-4.3,3,10,0,1.3,-28,4,3,-8
CSc1ccc(C(=O)C2CCCN(C(=O)Cc3nonc3C)C2)cc1 (stereo unspecified),2.2,7,3,2,0.8,33,2,-2,-12
c1ccc(Cn2nnnc2C(c2ccccc2)N2CCN(c3nc4ccccc4s3)CC2)cc1 (stereo unspecified),-0.6,-15,24,-1,0.4,34,14,19,-3
N/C(CC(=O)Nc1ccc(F)cc1)=N\O,2.5,-1,14,-1,1.1,23,4,6,2
O=C(COC(=O)c1cc(=O)[nH]c2ccccc12)NC1CCCC1,-2.7,30,9,-2,3.4,1,3,2,-4
COC(=O)/C=C1\S/C(=N/NC(=O)c2ccccc2)NC1=O,-0.7,18,-1,4,-0.3,15,7,-10,-51
CC(C)CNC(=S)N1CCC(NC(=O)c2ccco2)CC1,0.3,14,-2,-2,0.7,1,8,2,0
N#Cc1cc2c(nc1SCC(=O)O)CCCCC2,5.8,26,0,2,2.1,6,17,-4,-12
COCCOC(=O)c1[nH]c2c(c1C)C(=O)CC(c1ccccc1)C2 (stereo unspecified),-17,-9,14,0,-0.7,-12,.,4,1
Cc1ccc(NC(=S)Nc2ccc3cn[nH]c3c2)cc1C,-11,-5,1,-2,-0.9,0,6,-6,-4
COc1cc(C2NC(=O)NC(C)=C2C(=O)OC2CCCCC2)cc(Br)c1O (stereo unspecified),-2.5,-11,.,-3,0.3,.,11,.,-7
Cc1cc(Cl)ccc1C(=O)C1CCCN(C(=O)CCN2CCCO2)C1 (stereo unspecified),-0.1,32,5,-2,-0.2,3,8,-1,-12
Cc1ccc(NC(=S)NCCc2ccc(F)cc2)c(C)c1,-8.8,11,3,-3,1.4,12,16,-2,-13
Cc1cccc(C)c1NC(=O)CCn1cnc2ccccc2c1=O,0.4,4,-6,4,-0.1,2,7,-7,-4
Cc1[nH]nc(SCC(=O)Nc2cccc(O)c2)c1[N+](=O)[O-],-0.5,16,4,5,0.7,10,8,-4,-11
Cc1ccccc1-n1sc2cc(F)ccc2c1=O,-6.9,18,8,0,-0.4,30,18,-2,55*
N#Cc1c(NC(=O)CSc2ncnc3c2cnn3-c2ccccc2Cl)sc2c1CCCC2,2.0,.,-11,3,2.4,32,17,-7,-17
CCn1cc(C2C(C(=O)Nc3cc(C)ccn3)=C(C)NC3=C2C(=O)CC(C)(C)C3)c(C)n1 (stereo unspecified),1.4,4,8,-2,0.1,-22,7,5,-19
COc1ccc(Nc2nnc(SCc3cn4c(C)cccc4n3)s2)cc1,-1.9,20,5,-2,5.6,3,15,7,0
COC(=O)COc1ccc(S(=O)(=O)Nc2ccccc2C(=O)OC)cc1,1.5,28,22,0,0.8,18,17,0,3
CCOC(=O)Cn1c2ccccc2c2nc3ccccc3nc21,-6.5,15,9,0,-0.2,93*,14,2,-19
COc1ccc(/C=C2/S/C(=N/S(=O)(=O)Cc3ccccc3)NC2=O)cc1OC,4.1,11,3,-3,1.3,8,8,0,-24
Cc1ccccc1NC(=O)C(C#N)Cc1cccnc1 (stereo unspecified),0.6,-12,25,2,0.6,-2,1,21,-6
COc1ccc(-c2csc3nc(C(C)C)oc(=O)c23)cc1OC,4.9,-4,.,1,16,11,4,-1,-8
COC(=O)CS(=O)(=O)c1nnc([C@H](Cc2ccccc2)NC(=O)OC(C)(C)C)o1,-10,6,42*,1,0.6,111*,10,0,3
C/C(=N\NC(=O)Cc1csc(N2CCOCC2)n1)c1ccccc1,-0.6,22,6,0,0.0,1,6,-3,8
O=C(COC(=O)c1cc(S(=O)(=O)N2CCCC2)ccc1O)Nc1ccc(S(=O)(=O)N2CCOCC2)cc1,2.5,13,5,-4,2.0,7,7,3,-24
Cc1c(OC(=O)c2ccc([N+](=O)[O-])cc2)c2c(c[n+]1C)COC(C)(C)OC2,-0.5,1,12,1,0.1,2,1,2,-9
CCOC(=O)c1c(N2C(=O)CC(Sc3ccccc3C(=O)O)C2=O)sc(C)c1C (stereo unspecified),0.4,7,9,-2,0.4,-56,12,1,-35
COc1ccc(Nc2nc(-c3cc4cccc(OC)c4oc3=O)cs2)cc1,0.6,20,7,7,.,39,6,-2,-3
O=C(NCCc1c[nH]c2ccccc12)C(=O)NCC1OCCN1S(=O)(=O)c1ccc(F)cc1 (stereo unspecified),-6.4,-12,-3,-3,-0.6,21,15,-6,-4
O=S(=O)(c1ccc2c(c1)OCCO2)N1CCN(c2cccc(Cl)c2)CC1,4.2,23,-4,6,-0.8,26,12,-8,6
CC(=O)Nc1sc(C)c(C)c1C(=O)OCC(=O)Nc1cc(S(C)(=O)=O)ccc1Cl,2.2,11,2,-1,0.6,3,11,-7,-13
CC(C)Nc1nc(NNc2nc(Cl)nc(NC(C)(C)C)n2)nc(NC(C)C)n1,0.9,0,1,-2,-0.2,3,9,-2,2
Cc1cccc2nc(-c3cccnc3)c(Nc3ccccc3)n12,-1.1,10,0,2,0.2,3,17,-6,-10
Cc1cc(NC(=O)Nc2cccc(C(F)(F)F)c2)n(C)n1,1.1,17,4,0,2.1,4,3,-3,-3
COc1cc(OC)cc(C(=O)O/N=C(\N)c2ccccn2)c1,0.9,10,4,3,0.8,-10,11,22,-5
CCOc1cc(CNc2ccc3c(c2)OCCO3)cc(Br)c1OCC(N)=O,-9.9,4,14,0,0.0,-9,7,6,-3
Cc1ccc(O)c(NC(=S)NC(=O)c2ccc(-c3ccc(Cl)cc3)o2)c1,-3.6,.,.,1,0.3,.,11,.,-10
Cc1ccc(NC(=O)c2ccc([N+](=O)[O-])cc2)cc1S(=O)(=O)N(C)C,-0.9,13,5,4,1.7,1,3,-5,-4
CC(=O)Nc1ccc2nc(NC(=O)c3cccnc3)sc2c1,-2.7,9,10,0,6.8,-20,6,2,-29

# Complete entries as entered above. Screens in order: TNF necrop inh, PPC-1+TRAIL kill, FXIIa inh 1536, Wee1 stabilizer, zVAD death inh, CHOP inh, PGE2 EP2 inh, FXIa inh, Tb hexokinase
# CCOc1cc(CNc2ccc3c(c2)OCCO3)cc(Br)c1OCC(N)=O in the list: -9.9, 4, 14, 0, 0.0, -9, 7, 6, -3
# NCCCC[C@@H](C(=O)N1CCNCC1)n1cc([C@@H](N)CO)nn1 in the list: -0.5, -6, 12, 1, -0.5, 7, 12, 2, -4
# COC(=O)COc1ccc(S(=O)(=O)Nc2ccccc2C(=O)OC)cc1 in the list: 1.5, 28, 22, 0, 0.8, 18, 17, 0, 3

# (more compounds)
SMILES,TNF necrop inh,PPC-1+TRAIL kill,FXIIa inh 1536,Wee1 stabilizer,zVAD death inh,CHOP inh,PGE2 EP2 inh,FXIa inh,Tb hexokinase
O=C1N/C(=N/N=C/c2ccco2)SC1Cc1ccccc1 (stereo unspecified),0.1,4,7,1,12,9,2,-3,-6
Cc1nnc(-c2ccc(N3CCCCCC3)c([N+](=O)[O-])c2)o1,1.4,-11,5,-1,0.2,1,5,2,-29
CN(C)c1ccc(/C=N\NC(=O)c2ccc(Cn3cc(Cl)cn3)cc2)cc1,-9.6,-5,13,-1,.,13,12,8,-15
CCC(=O)Nc1cccc(NC(=O)CSc2nnnn2C)c1,0.3,18,8,3,2.6,6,4&13,0,2
COc1ccc(CNC(=O)C(c2cccs2)N(Cc2ccco2)C(=O)Cc2cccs2)cc1 (stereo unspecified),-8.3,25,18,-3,-0.1,-37,5,9,4
O=c1[nH]c2ccccc2n1CCCOc1ccccc1,-6.6,-13,8,-2,0.2,25,16,-3,0
CCOc1ccc2nc(SCC(=O)Nc3cccc(S(=O)(=O)NC4=NCCCCC4)c3)[nH]c2c1,4.2,22,11,-1,0.8,10,9,5,-5
O=C(Cc1ccc(Cl)cc1)N/N=C/c1cccs1,0.1,-22,10,0,1.0,5,8,-1,-5
CSc1ccccc1NC(=O)CSCc1ccc(C)cc1,-11,14,9,-2,0.2,56,10,2,-4
COC(=O)c1cc(C(=O)OCC(=O)N2c3ccccc3NC(=O)C2(C)C)cc([N+](=O)[O-])c1,2.2,12,-3,4,0.0,16,5,-10,-4
O=C(CSc1nc2ccccc2s1)N1c2ccccc2Sc2ccccc21,-6.3,26,10,1,0.7,64,0,1,1
COc1cccc(/C=C/c2ccc3ccccc3n2)c1OC(C)=O,-1.0,70*[5 µM],6,-1,59,30,10,0,-43
COc1ccc(-c2nnc(SCC(=O)NCc3cccs3)n2C)cc1,-0.9,0,6,-1,1.4,8,2,3,-1
CCOC(=O)C1CCCN(C(=O)c2cc(Nc3ccc(OC)cc3)nc3ccccc23)C1 (stereo unspecified),-1.5,23,8,1,0.4,-2,7,9,-13
CCOC(=O)Cn1nc(C)n(-c2ccc(Cl)cc2)c1=O,1.6,-2,1,0,0.1,6,8,0,5
O=C(CNC(=O)c1ccncc1)N/N=C/c1ccccc1[N+](=O)[O-],0.8,8,0,0,0.2,9,6,-9,-10
Cc1ccc(-c2noc(CC(c3ccccc3)c3ccccc3)n2)cc1,0.4,11,25,-1,-0.1,32,6,8,8

# This is a subset. The share of hits here may be higher or lower than overall.
